Screening data deposited in PubChem by National Center for Advancing Translational Sciences (NCATS).
PGK inhibitor = inhibitors of T. brucei phosphoglycerate kinase | P07378 | PGK/GAPDH coupled, Kinase-Glo luminescence, 60 min | Potency, µM (top dose mostly 57.5 µM), for inactives: at the top dose activity change, negative = inhibition, most hits filed as inhibitors | actives 0.043% (n = 380,000) | AID 602233; further: potency means the concentration at half of the fitted maximal effect; on the % scale 0 is the no-effect control and ±100 the full control effect; nearly all actives have a fitted effect of over 60% in size
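Recombinant glycosomal PGK reaction used 1,3-bisphosphoglycerate generated in-well by GAPDH (100nM final) in 100mM TEA pH 7.6, 5mM MgCl2, 0.01% Tween-20. After 60 minutes at room temperature, ATP was read by Kinase-Glo Plus luminescence end-point.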
ERG Ets-DNA blk = ERG Ets/DNA interaction inhibition. actives 0.028% (n = 370,000). P11308. Potency, µM (top dose mostly 76.9 µM), for the others: at the highest dose FP activity, negative = inhibition, actives largely listed as inhibitors. fluorescence polarization, His-ERG Ets domain / labelled DNA. AID 624246; active means well fitted inhibition curve with a large enough effect in the polarisation, with a control signal flat; inconclusive means small, poorly fitted or top-dose-only effect, or effect the other way, or a change in a side signal; inactive means no such curve, though single readings can be large or run the other way; the % refers to the polarisation;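 further: polarization taken with two DNA probes labelled with fluorescein and Texas red; potency means the concentration at half of the fitted maximal effect; % of control where 0% means no effect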
Target sequence (P11308 whole entry, looked up, the tested form may be a part): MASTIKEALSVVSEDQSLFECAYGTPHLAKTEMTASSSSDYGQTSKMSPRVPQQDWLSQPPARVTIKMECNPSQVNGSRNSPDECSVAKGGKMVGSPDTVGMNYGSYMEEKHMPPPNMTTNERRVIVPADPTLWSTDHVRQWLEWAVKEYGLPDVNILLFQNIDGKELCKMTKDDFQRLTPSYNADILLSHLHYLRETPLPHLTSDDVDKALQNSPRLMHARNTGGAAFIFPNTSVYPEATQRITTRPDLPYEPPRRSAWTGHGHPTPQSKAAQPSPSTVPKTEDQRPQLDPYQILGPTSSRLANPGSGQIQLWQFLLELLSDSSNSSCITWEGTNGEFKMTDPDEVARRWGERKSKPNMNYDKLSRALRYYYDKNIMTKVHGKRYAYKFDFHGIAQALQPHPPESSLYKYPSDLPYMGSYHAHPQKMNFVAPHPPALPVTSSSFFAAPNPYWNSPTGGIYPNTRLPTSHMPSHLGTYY
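His-tagged ERG Ets domain (1 uM in the protein solution; 300mM KCl, 50mM Tris-HCl, 1mM EDTA, 1mM DTT, pH 7.5) received compound, then a probe mix of 5 nM fluorescein-DNA and 100nM Texas-615-DNA. Fluorescence polarization was read for both dyes.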
JMJD2A Tudor = inhibitors of human JMJD2A Tudor domain | O75164 | AlphaScreen JMJD2A-Tudor / H3K4me3 peptide binding | Potency, µM (titrated, usually from 114 µM), inactives show at the top dose activity change, negative = inhibition, most hits filed as inhibitors | actives 4.4% (n = 390,000); further: potency means the concentration at half of the fitted maximal effect; on the % scale 0 is the no-effect control and ±100 the full control effect; nearly all actives have a fitted effect of over 50% in size
BAZ2B inh = BAZ2B (human) inhibition; Potency, µM (highest dose often 114 µM), for inactives: at the top dose activity change, negative = inhibition, usual class: inhibitors; actives 4.4% (n = 360,000); Q9UIF8; AlphaScreen BAZ2B-H3K14Ac peptide displacement; further: potency means the concentration at half of the fitted maximal effect; on the % scale 0 is the no-effect control and ±100 the full control effect; nearly all actives have a fitted effect of over 60% in size
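AlphaScreen displacement of biotin-H3(5-23)K14Ac peptide (50 nM final) from BAZ2B (50 nM final) in PBS pH 7.4, 0.01% Tween-20; complex preformed 30 min RT, then compounds (top 110 uM) 30 min RT, beads 20 min dark.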
HP1b binding inh = inhibitors of HP1-beta chromodomain binding to methylated histone tails. AlphaScreen HP1-beta / biotin-H3K9me3 peptide binding. AID 540317. actives 0.56% (n = 390,000). Potency, µM (titrated, usually from 114 µM), inactives show at the top dose activity change, negative = inhibition, actives largely listed as inhibitors. P83916; further: potency means the concentration at half of the fitted maximal effect; nearly all actives have a fitted effect of over 70% in size; inactives centre near 23
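HP1-beta protein (50 nM final) preincubated 30 min at room temperature with biotinylated H3(1-18)K9me3 peptide (50 nM) in PBS pH 7.4, 0.01% Tween-20, then compound added for 30 min. AlphaScreen streptavidin donor/nickel chelate acceptor beads (10 ug/mL final), 30 min dark, luminescence read.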
G9a block = blocks human histone lysine methyltransferase G9a. actives 8.8% (n = 350,000). AID 504332. G9a H3K9 monomethylation, AlphaScreen, 2 h. Potency, µM (titrated, usually from 102 µM), without a hit: at the highest dose activity, negative = inhibition, actives largely listed as inhibitors; further: potency means the concentration at half of the fitted maximal effect; on the % scale 0 is the no-effect control and ±100 the full control effect; nearly all actives have a fitted effect of over 75% in size
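AlphaScreen detection with an anti-monomethyl H3K9 antibody quantified product after a 2 h room-temperature reaction containing 500 nM biotinylated H3K9 peptide, 20 µM SAM and 20 nM enzyme, which had been preincubated 15 min with compound.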
PI4K2A inh = PI4K2A (human) kinase inhibition; purified PI4K2A, ADP-Glo luminescence, 1 h; hits give low values; activity change, negative = inhibition, % at 76.9 µM; actives 0.13% (n = 420,000); AID 1346378; in the data active means activity change below about -50%; inconclusive means mostly about -30% to -49%;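 further: -100% = wells without enzyme as full effect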
Target sequence (Q9BTU6 whole entry, looked up): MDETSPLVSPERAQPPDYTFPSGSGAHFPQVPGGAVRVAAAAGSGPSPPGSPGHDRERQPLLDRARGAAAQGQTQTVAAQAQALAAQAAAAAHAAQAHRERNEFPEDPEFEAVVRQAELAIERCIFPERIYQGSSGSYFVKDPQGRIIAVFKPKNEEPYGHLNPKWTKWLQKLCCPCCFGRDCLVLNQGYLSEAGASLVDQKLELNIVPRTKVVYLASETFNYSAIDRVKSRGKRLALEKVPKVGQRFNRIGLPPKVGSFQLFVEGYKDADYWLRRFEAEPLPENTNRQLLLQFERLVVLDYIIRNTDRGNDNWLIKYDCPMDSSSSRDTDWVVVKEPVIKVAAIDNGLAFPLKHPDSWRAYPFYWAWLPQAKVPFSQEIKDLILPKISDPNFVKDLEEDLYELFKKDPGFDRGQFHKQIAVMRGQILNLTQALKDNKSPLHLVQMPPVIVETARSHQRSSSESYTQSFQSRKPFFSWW
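In this quantitative HTS, ADP production by PI4K2A was quantified luminescently after 1 h at ambient temperature; 100 microM adenosine served as plate-quality control.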
GLS inhibitor = glutaminase GLS (human) inhibition; Potency, µM (titrated, usually from 45.5 µM), inactives show at the highest dose activity change, negative = inhibition, usual class: inhibitors; GLS enzymatic activity, qHTS titration; O94925; AID 624170; actives 0.21% (n = 410,000); further: potency means the concentration at half of the fitted maximal effect; on the % scale 0 is the no-effect control and ±100 the full control effect
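hKGA in 45 mM KH2PO4 (pH 8.2), 0.02% Tween-20 with compound, then 1mM L-Glutamine (stock as added) plus glutamate oxidase/HRP/Amplex red coupling mix. Fluorescence read initially and after 30 min at RT; signal change reflects glutamate formation.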
Pin1 inh = blocks the human prolyl isomerase Pin1 | Potency, µM (top dose mostly 115 µM), without a hit: at the top dose activity, negative = inhibition, actives largely listed as inhibitors | Pin1 FP peptide displacement, HiFluor488, 10 min | AID 504891 | actives 0.009% (n = 390,000) | Q13526; active means well fitted inhibition curve with a large enough effect in the polarisation, with a control signal flat, not every such curve was filed as active; inconclusive means small, poorly fitted or top-dose-only effect, or effect the other way, or a change in a side signal; inactive means no such curve, though single readings can be large or run the other way; the % refers to the polarisation; further: potency means the concentration at half of the fitted maximal effect; on the % scale 0 is the no-effect control and ±100 the full control effect
Starred values were filed as active, the others as inactive; i = inactive; ? = inconclusive; · = no result given; & = joins results of further samples; [ ] = another dose, or the depositor's remark. Unless noted, the call rests on the fitted dose curve; in most records, active means well fitted curve in the direction sought with a large enough effect; inconclusive means small, poorly fitted or top-dose-only effect, or another doubt; inactive means no such curve, though single readings can be large; an effect the other way counts as inactive or inconclusive.

SMILES	PGK inhibitor	ERG Ets-DNA blk	JMJD2A Tudor	BAZ2B inh	HP1b binding inh	G9a block	PI4K2A inh	GLS inhibitor	Pin1 inh
CCOc1ccc(-c2cccc(NS(=O)(=O)c3ccccc3[N+](=O)[O-])c2)nn1	2%	-11%	-17%	-5%	-13%	-25%	-1	10%	-7%
CCN(CCNC(=O)CN1CCN(Cc2ccc(Cl)cc2)C1=O)c1ccccc1	4%	-3%	-25%	?	-12%	11µM*	0	5%	2%
CCC1CCCCN1C(=O)c1ccc(OC)c(OC2CCN(C(C)=O)CC2)c1 (stereo unspecified)	-3%	20%	-12%	-9%	10%	2%	2	-10%	0%
CCc1ccccc1NC(=O)CN(Cc1ccccc1)S(=O)(=O)c1ccc2nc(C)sc2c1	-10%	6%	5%	-3%	31%	4%[59 µM]	2	1%	1%
Cc1nn(C(=O)c2cccc([N+](=O)[O-])c2)c(C)c1Sc1ccccc1	-5%	-8%	-20%	-36%	?	-14%[59 µM]	-1	-11%	6%
CSCC(C)N1CCC(n2nccc2NC(=O)CCc2ccccc2)CC1 (stereo unspecified)	0%	1%	-17%	-21%	35%	10%[12.7 µM]	6	-12%	?
COc1ccc(CCNC2=C(Cl)C(=O)N(CCc3ccccc3)C2=O)cc1OC	-2%	1%	3%	28%	98%[activator]	49%[activator][59 µM]	-4	3%	19%
Cc1cccc(NC(=O)c2oc3ccccc3c2NC(=O)c2cc(=O)c3cc(Cl)ccc3o2)c1	i	3%	-3%	-7%	32%	-29%[59 µM]	1	-1%	-27%
Cc1n[nH]c(=O)nc1NCCc1ccccc1	7%	-3%	21%	-5%	16%	89µM*	-7	·	-1%
O=C1CSC(c2ccccn2)N1c1ccccc1F (stereo unspecified)	i	-3%	-14%	0%	14%	-29%	-2	2%	-2%
CNC(=S)N1CCN(c2ccc(Cl)c(Cl)c2)CC1	i	-1%	-20%	-25%	17%	24%[12.7 µM]	3	-23%	-2%
O=C(CSc1nc2ccccc2c(=O)n1-c1ccccc1)NCC1CCCO1 (stereo unspecified)	-8%	2%	1%	-33%	10%	-16%	-5	1%	-2%
Cc1c(/C=C2\NC(=O)NC2=O)c2ccccc2n1C	i	-6%	-11%	-11%	32%	10%[0.501 µM]	1	13µM*	-1%
COc1ccc(N(C)S(=O)(=O)c2cccc(C(=O)OCC(=O)NCc3ccccc3OC)c2)cc1	-10%	?	-4%	-4%	28%	1%[59 µM]	4	0%	35%[activator]
FC(F)(F)c1cc(CCN2CCNC[C@@H]2Cc2ccccc2)cc(C(F)(F)F)c1	-14%	4%	?	·	3%	·	-4	-1%	-3%
CC1CCCC(C)N1C(=O)CSc1nnc(COc2cccc3cccnc23)o1 (stereo unspecified)	-10%	-12%	0%	-1%	30%	·	0	-22%	-6%
CCOC(=O)c1c(C2COc3ccccc3O2)csc1NC(=O)c1ccccc1 (stereo unspecified)	-4%	0%	-1%	-1%	64%	14%[12.7 µM]	-19	-8%	-4%
Cc1ccc(C(=O)N/C(=C/c2ccc(-c3cccc([N+](=O)[O-])c3)o2)C(=O)NCCCN(C)C)cc1	i	-3%	-33%	?	-3%	?	1	-9%	0%
O=C1CC(C(=O)O)C2(CCCC2)O1 (stereo unspecified)	-11%	4%	12%	·	37%	·	-6	4%	3%
COc1ccc(OC)c(C2NC(=O)N(C)C(C)=C2C(=O)OCc2ccccc2)c1 (stereo unspecified)	4%	2%	-32%	?	3%	1%	-1	-2%	1%
Cc1cc(N2CCCCC2)nc2ccc(NC(=O)CCC(=O)NCCC(C)C)cc12	22%	-3%	1%	7%	42%[activator]	20%[59 µM]	1	8%	-7%
CCC(C)NC(=O)c1ccc2nc(Cc3ccc(OC)cc3)oc2c1 (stereo unspecified)	8%	-1%&3%	-8%&-19%	-3%&-7%	40%[activator]	9%[59 µM]	53&-1	0%&6%	-10%&-2%
Cc1ccc(Cl)cc1NC(=O)CN1C(=O)COc2ccc(S(=O)(=O)N3CCOCC3)cc21	-3%&10%	-6%&2%	6%&-7%	-4%&-12%	14%&33%	14%&-26%[59 µM]	2&-6	5%&-15%	1%&7%
O=C(O)CCNS(=O)(=O)c1ccccc1C(F)(F)F	-5%	4%	?	-3%	29%	-7%	2	-10%	5%
CC1=C(c2ccccc2)CCC1=O	-6%	-12%	-15%	·	15%	·	1	-4%	-3%
CCCCNC(=O)c1cccc(-n2c(C)nc3cccnc32)c1	1%	-2%	14%	1%	43%[activator]	5%[59 µM]	-2	5%	-6%
COc1ccc(C(=O)NCc2nnc(SCC(=O)Nc3ccccc3OC)o2)cc1	-5%	5%	-14%	-5%	25%	-5%[0.501 µM]	6	-8%	0%
O=C(NCc1cccs1)C1CCC(CNS(=O)(=O)c2cccs2)CC1 (stereo unspecified)	-9%	8%	6%	4%	40%[activator]	-5%	4	2%	3%
O=C1Nc2ccccc2OC1CC(=O)N1CCOCC1 (stereo unspecified)	0%	-13%	-5%	0%	47%[activator]	-10%	3	-8%	0%
Cc1ccc(-c2c[n+](CC(=O)c3ccc(Br)cc3)c3n2CCCCC3)cc1	-5%	-2%	-30%	?	22%	45µM*	-1	2%	-6%
CC1(CCc2ccccc2)NC(=O)N(CC(=O)Nc2ccccc2)C1=O (stereo unspecified)	-2%	-2%	-6%	-6%	18%	11%[12.7 µM]	0	0%	-3%
CCN(CC)c1ccc(NC(=O)CN2CCN(CC(=O)Nc3ccccc3F)CC2)cc1	0%	0%	?	?	-28%	?	0	38%[activator]	2%
Cc1ccc(S(=O)(=O)Nc2ccccc2N2CCOCC2)cc1	-2%	-7%	5%	-3%	49%[activator]	42%	6	8%	2%
CC(C)CC(CCc1ccccc1)OS(N)(=O)=O (stereo unspecified)	-6%	-4%	-1%	1%[57.1 µM]	17%	·	5	5%	-8%
CC(C)(C)c1cc(C(=O)N/N=C/c2ccccn2)n[nH]1	-1%	4%	-17%	9%	57%[activator]	·	-1	0%	7%
COc1ccc(S(=O)(=O)N(CC(=O)N2CCN(c3ccccc3)CC2)c2ccccc2)cc1	i	-1%	-20%	-29%	16%	7%	5	·	-10%
CC(C)N(C(=O)Nc1ccc2nccnc2c1)C(C)C	-3%	-5%	0%	-24%	28%	-3%	6	0%	?
CCN(Cc1ccncc1)C(=O)Cc1cccs1	-2%	-6%	-7%	-3%	18%	-2%	2	9%	0%
CS(=O)(=O)N(CC(=O)NCCc1ccccc1)C1CCCCC1	3%	-1%	-3%	-2%	24%	?	-2	8%	-1%
COc1cc(CNC(C)(C)CO)ccc1OCC(=O)NC(C)(C)C	-5%	-6%	-2%[57.1 µM]	3%	40%[activator]	-2%[59 µM]	-3	3%	3%
Clc1ccccc1/C=N/Nc1cc(N2CCOCC2)ncn1	i	5%	-16%	7%	23%	-10%	1	4%	-1%
COCCN1Cc2cccc(C(=O)Nc3cc(C)cc(C)c3)c2C1=O	5%	1%	-10%	-4%	41%	0%	-5	4%	7%
COc1cc(CC(=O)NCc2ccco2)cc(OC)c1OC	-2%	3%	-10%	4%	27%	5%[59 µM]	-1	-27%	1%
Cc1cn2c(=O)c(C(=O)N3CCN(c4ccccc4Cl)CC3)cnc2s1	12%	6%	-12%	7%	19%	8%[0.501 µM]	-4	13%	-3%
CC(=O)c1cccc(NC(=O)CN2C(=O)c3cccnc3Sc3ccccc32)c1	-6%	-5%	-9%	-3%	59%[activator]	-3%[59 µM]	1	-9%	-1%
CCC1CCCCN1S(=O)(=O)c1ccc(C(=O)Nc2sc3c(c2C(=O)NC)CCC3)cc1 (stereo unspecified)	-4%	2%	-19%	2%	6%[57 µM]	3%[59 µM]	-6	-9%	18%
CN(C)S(=O)(=O)c1ccc(N2CCN(S(=O)(=O)c3ccc(F)cc3)CC2)c(Cl)c1	·	-6%	-20%	1%	13%	3%	5	2%	?
O=C(c1ccc(Br)cc1)c1cc2ccc(O)cc2oc1=O	-11%	2%	?	-39%	-2%	71µM*	0	-9%	-6%
Cc1ccc(CS(=O)(=O)CCC(=O)NCc2ccccc2Cl)cc1	0%	-3%	-4%	21%[57.1 µM]	45%[activator]	3%	-4	6%	-8%
CC1CN(c2nc(-c3ccccc3)nnc2-c2ccccc2)CC(C)O1 (stereo unspecified)	-9%	-7%	-13%	?	10%	8%	-6	8%	2%
C[C@H](CO)N1C[C@H](C)[C@@H](CN(C)C(=O)Nc2ccc3c(c2)OCO3)Oc2c(NC(=O)C3CC3)cccc2C1=O	8%	-7%	-6%	·	47%[activator]	·	-3	15%	-2%
CC(C)Oc1ccc(C(=O)Nc2ccc3oc(-c4ccncc4)nc3c2)cc1	-8%	3%	-21%	-5%	38%	?	-7	-1%	4%
O=C(COC(=O)c1ccc2ncsc2c1)NCc1ccccc1Cl	4%	-8%	1%	·	57%[activator]	·	-2	1%	4%
